IMPase Li inh: qHTS Assay for Identifying the Cell-Membrane Permeable IMPase Inhibitors: Potentiation with Lithium | CHO-M1 cells, IP1 TR-FRET (IP-One), carbachol + lithium | Potency, µM (top dose mostly 59.4 µM), inactives show at the highest dose activity, negative = IMPase inhibition, usual class: inhibitors | actives 0.35% (n = 210,000);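 also: IP1 builds up when IMPase is blocked and the TR-FRET signal falls; potency is read from the fitted curve at half-maximal effect; plate controls were basal vehicle for no effect and high inhibitor control for full effect; nearly all actives have a fitted effect of over 50% in size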
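Steps: plate 2000 CHO-M1 cells per well and culture 16–30 h; add compound and lithium; incubate 30 min, 37C; add d2-IP1 tracer and Eu cryptate anti-IP1 antibody in lysis buffer; read after 10 min at room temperature.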
CBFb-RUNX1 inh: qHTS Assay for Compounds Blocking the Interaction Between CBF-beta and RUNX1 for the Treatment of Acute Myeloid Leukemia; Potency, µM (doses to about 59.8 µM), inactives show at the top dose activity, negative = inhibition, hits mostly inhibitors; 230,000 tested, under 10 active; AlphaScreen CBFb-His/RUNX1-biotin binding, biochemical; Runt-related transcription factor 1 (Homo sapiens) + Core-binding factor subunit beta …; also: % of control where 0% means no effect
Target sequence (Q01196 whole entry, looked up): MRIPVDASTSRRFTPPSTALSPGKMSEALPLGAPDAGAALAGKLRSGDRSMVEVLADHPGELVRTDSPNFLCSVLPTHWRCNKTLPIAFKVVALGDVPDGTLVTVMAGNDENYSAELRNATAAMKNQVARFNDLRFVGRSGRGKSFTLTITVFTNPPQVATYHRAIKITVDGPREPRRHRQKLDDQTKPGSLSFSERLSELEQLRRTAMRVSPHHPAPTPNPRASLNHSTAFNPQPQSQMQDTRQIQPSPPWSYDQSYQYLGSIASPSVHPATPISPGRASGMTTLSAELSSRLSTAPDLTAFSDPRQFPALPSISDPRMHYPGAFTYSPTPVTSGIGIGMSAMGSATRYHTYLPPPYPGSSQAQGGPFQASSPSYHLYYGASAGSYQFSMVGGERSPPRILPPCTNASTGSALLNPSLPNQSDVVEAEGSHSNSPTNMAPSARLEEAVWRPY
Target sequence (Q13951 whole entry, looked up): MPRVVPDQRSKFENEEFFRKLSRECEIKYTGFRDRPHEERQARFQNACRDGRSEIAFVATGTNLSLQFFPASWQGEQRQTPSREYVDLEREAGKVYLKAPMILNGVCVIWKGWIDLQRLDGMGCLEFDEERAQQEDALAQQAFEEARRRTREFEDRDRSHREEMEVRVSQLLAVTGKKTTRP
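Proteins preincubated together for 20 min at RT before compound addition; 15 min later, nickel and streptavidin beads were added and left 90 min prior to AlphaScreen measurement.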
HTT cytoprotect: qHTS Multiplex Assay to Identify Dual Action Probes in a Cell Model of Huntington: Cytoprotection (ATP). PC12 HTT-Q103 induced, cytoprotection, ATP luminescence, 40 h. Potency, µM (top dose mostly 56.4 µM), without a hit: cytoprotection (ATP increase), usual class: activators. actives 0.14% (n = 230,000). AID 1471, 2008;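 also: potency is read from the fitted curve at half-maximal effect; % of control where 0% means no effect; nearly all actives have a fitted effect of over 45% in size; toxic huntingtin expression switched on by the ecdysone agonist tebufenozide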
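Cells were plated at 1500 per well in phenol red-free DMEM with 5% equine and 5% calf serum. Tebufenozide (100 nM final) and compounds were added, then ATPlite reagent, and luminescence was read.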
LMNA splice mod: qHTS Assay for Modulators of Lamin A Splicing | Potency, µM (series often up to 46.1 µM), for inactives: at the top dose ratio change, negative = inhibition, usual class: inhibitors | HeLa LMNA splicing GFP/RFP minigene ratio, 48 h | actives 0.01% (n = 200,000); active = well fitted inhibition curve with a large enough effect in the signal ratio, with a control signal flat, not every such curve was filed as active; inconclusive = small, poorly fitted or top-dose-only effect, or effect the other way, or a change in a side signal; the % refers to the signal ratio; also: potency is read from the fitted curve at half-maximal effect; % is scaled to controls: 0 for no effect and ±100 for the full control effect
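S3 HeLa stable clones carrying a lamin A-EGFP splicing minigene plus DsRed2 were seeded at 600 cells/well in Opti-MEM with 2% FBS, pin-dosed and incubated 48 h at 37°C. Acumen cytometry (488 nm) gave the GFP/RFP total-intensity ratio.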
SMN2 splice enh: qHTS Assay for Enhancers of SMN2 Splice Variant Expression. Potency, µM (highest dose often 46.1 µM), for the others: top-dose activity change, positive = activation, hits mostly activators. actives 2.8% (n = 210,000). HEK293 SMN2-luciferase splicing reporter, luminescence, 30-36 h; also: potency is read from the fitted curve at half-maximal effect; % of control where 0% means no effect; nearly all actives have a fitted effect of over 55% in size
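qHTS luciferase splicing reporter: luminescence rises when SMN2 exon 7 is included in transfected HEK293 cells. Compound exposure lasted 30-36 h at 37C, with 4.5 mM final sodium butyrate as control, followed by a ONE-Glo read.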
Luc counter: Counterscreen for Luciferase (Kinase-Glo TM) Inhibition; Luciferin 4-monooxygenase (Photuris pensylvanica), Q27757; Potency, µM (doses to about 38.3 µM), for inactives: top-dose activity change, negative = inhibition, most hits filed as inhibitors; actives 0.28% (n = 200,000); Kinase-Glo luciferase, ATP luminescence, 8 min; AID 1379, 2008; also: potency is read from the fitted curve at half-maximal effect; % is scaled to controls: 0 for no effect and ±100 for the full control effect; nearly all actives have a fitted effect of over 60% in size
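Compounds were added to a substrate mix at pH 7.2 (50 mM imidazole, 10 uM ATP, within the enzyme's linear range), followed by Kinase-Glo detection reagent; luminescence was measured after 8 minutes at ambient temperature.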
HTT aggregate: qHTS Multiplex Assay to Identify Dual Action Probes in a Cell Model of Huntington: Aggregate Formation (GFP); actives 1.1% (n = 220,000); Potency, µM (doses to about 46.1 µM), for inactives: at the top dose activity change, negative = inhibition, actives largely listed as inhibitors; PC12 HttQ103-GFP aggregates, Acumen cytometry, 40 h; AID 1688, 2009; also: potency is read from the fitted curve at half-maximal effect; % is scaled to controls: 0 for no effect and ±100 for the full control effect; nearly all actives have a fitted effect of over 60% in size
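Using laser scanning cytometry, GFP-positive aggregates were counted after lysis of PC12 cells induced with 100 nM tebufenozide to express HTT exon 1 Q103–GFP. Compounds were tested in titration.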
* hit, by the source's call; [ ] = another dose, or the depositor's remark. Unless noted, calls follow the shape of the dose curve; as a rule, active = well fitted curve in the direction sought with a large enough effect; inconclusive = small, poorly fitted or top-dose-only effect, or another doubt; inactive = no such curve, though single readings can be large; an effect the other way counts as inactive or inconclusive.

For CCOC(=O)C1=C(CC)Nc2ccccc2N=C1N the results were IMPase Li inh -2.4%, CBFb-RUNX1 inh 5.4%, HTT cytoprotect inconclusive, SMN2 splice enh 11.3%, Luc counter 0.7% and HTT aggregate -31.2%.
For O=c1cc(CSc2nnc(COc3cccc4ccccc34)o2)c2ccccc2[nH]1 the results were CBFb-RUNX1 inh 20.9%, HTT cytoprotect -20.0%[10 µM] and HTT aggregate -31.9%[9.22 µM].
`C=CCn1c(SCC(=O)/C(C#N)=C(\C)N)nc2sc(C)c(C)c2c1=O` gave IMPase Li inh 2.8%[38.3 µM], CBFb-RUNX1 inh -0.7%, HTT cytoprotect -3.5%, LMNA splice mod -2.3%, SMN2 splice enh -6.6%, Luc counter -1.8% and HTT aggregate -15.1%.
For CCOc1ccc(Br)cc1S(=O)(=O)N1CCCC1 the results were IMPase Li inh -4.2%, CBFb-RUNX1 inh 7.3%, HTT cytoprotect -5.5%[10 µM], LMNA splice mod -3.7%, SMN2 splice enh 8.4%, Luc counter -1.0% and HTT aggregate -10.7%.
CCOC(=O)c1c(Nc2ccccc2N)cc(C)nc1C was read as IMPase Li inh 24.7%[38.3 µM], CBFb-RUNX1 inh 3.8%, HTT cytoprotect -6.1%[0.074 µM], LMNA splice mod 5.1%, SMN2 splice enh inconclusive, Luc counter -1.6% and HTT aggregate -7.4%.
CCOC(=O)c1c(N)sc(C(=O)OCCOC)c1C was read as IMPase Li inh -1.9%, CBFb-RUNX1 inh 7.3%, HTT cytoprotect 7.2%[10 µM], LMNA splice mod 8.9%[46 µM], SMN2 splice enh 4.8%, Luc counter 5.7% and HTT aggregate -4.9%.
O=C(CN1c2ccccc2Sc2ccccc21)N/N=C/c1ccc(Cl)cc1 was read as CBFb-RUNX1 inh 4.4%, HTT cytoprotect 9.2%[10 µM] and HTT aggregate 13.6%[9.22 µM].
For Cc1ccc(C(=O)Cn2c(-c3ccccc3)noc2=O)cc1 the results were IMPase Li inh 4.2%, CBFb-RUNX1 inh 3.5%, HTT cytoprotect 1.5%[10 µM], LMNA splice mod 4.4%[46 µM], Luc counter 1.4% and HTT aggregate 1.4%[9.22 µM].
For O=C(Cc1ccccc1)NNC(=O)c1ccccc1C(=O)O the results were CBFb-RUNX1 inh 1.5%, HTT cytoprotect 9.4%[10 µM] and HTT aggregate -8.3%[9.22 µM].
`Cc1ccc(S(=O)(=O)N(C)CCCC(=O)NCc2ccc3c(c2)OCO3)cc1` gave IMPase Li inh 18.2%[38.3 µM], CBFb-RUNX1 inh 5.1%, HTT cytoprotect -21.0%[0.074 µM], LMNA splice mod 5.7%, SMN2 splice enh -10.4%, Luc counter 1.0% and HTT aggregate -13.0%.
`CC(C)(C)NC(=O)c1cc(Cl)ccc1[N+](=O)[O-]` gave IMPase Li inh -0.7%, CBFb-RUNX1 inh 3.3%, HTT cytoprotect inconclusive, LMNA splice mod -15.8%, SMN2 splice enh 10.3%, Luc counter -1.2% and HTT aggregate -0.2%.
Screening CCc1c(O)nc(SCC(=O)c2ccccc2)n(-c2ccccc2)c1=O returned CBFb-RUNX1 inh 7.4%, HTT cytoprotect -8.9%[10 µM] and HTT aggregate -0.4%[9.22 µM].
CCCC(=O)NC(=S)Nc1cccc(C(C)=O)c1 was read as IMPase Li inh -12.0%[38.3 µM], CBFb-RUNX1 inh -0.6%, HTT cytoprotect 2.4%, LMNA splice mod 11.2%, SMN2 splice enh 9.9%, Luc counter -5.9% and HTT aggregate 9.9%.
Screening O=C(Cc1ccccc1)N1CCN=C1SCc1ccc([N+](=O)[O-])cc1 returned CBFb-RUNX1 inh -0.2%, HTT cytoprotect 10.7%[10 µM], LMNA splice mod inconclusive and HTT aggregate 30.5%.
Screening N#Cc1c[nH]n2c(=O)c3c(nc12)CCC3 returned IMPase Li inh 3.4%, CBFb-RUNX1 inh 6.7%, HTT cytoprotect -16.0%[10 µM], LMNA splice mod inconclusive, Luc counter -4.0% and HTT aggregate -6.2%[9.22 µM].
CCOC(=O)c1sc(NC(=O)C2CC2)cc1C was read as IMPase Li inh 2.1%, CBFb-RUNX1 inh 1.8%, HTT cytoprotect -17.4%[10 µM], LMNA splice mod -7.6%, SMN2 splice enh 5.2%, Luc counter -0.7% and HTT aggregate -29.7%.
CCNc1nc(SCC(=O)OC)nc(N(C)C)n1 was read as IMPase Li inh 4.0%, CBFb-RUNX1 inh 2.2%, HTT cytoprotect -2.5%, LMNA splice mod -1.4%[9.22 µM], SMN2 splice enh -1.0%, Luc counter -0.7% and HTT aggregate 11.3%.
COC(=O)CCC(=O)OC was read as IMPase Li inh -1.0%, CBFb-RUNX1 inh 7.7%[21.7 µM], HTT cytoprotect 1.6% and SMN2 splice enh 1.2%.
For CNC(=O)C1CC(=O)N(c2ccc(C)cc2)C1 (stereo not given) the results were IMPase Li inh 2.7%[38.3 µM], CBFb-RUNX1 inh 1.3%, HTT cytoprotect -6.6%, LMNA splice mod 0.3%, SMN2 splice enh 11.6%, Luc counter -1.4% and HTT aggregate 6.4%.
`C=CCNc1nc2c(c(=O)n(C)c(=O)n2C)n1CC(=C)C` gave CBFb-RUNX1 inh -3.7%, HTT cytoprotect 7.1%[10 µM], LMNA splice mod 17.6%[46 µM] and HTT aggregate -5.2%[9.22 µM].
`CCSC1=C(C#N)C(c2cccc(O)c2)CC(=O)N1` (stereo not given) gave IMPase Li inh 10.0%[38.3 µM], CBFb-RUNX1 inh 1.3%, HTT cytoprotect -16.3%, LMNA splice mod 3.6%, SMN2 splice enh 7.1%, Luc counter -0.1% and HTT aggregate -2.1%.
`N/C(CN1CCCC1=O)=N\O` gave IMPase Li inh -6.9%[38.3 µM], CBFb-RUNX1 inh -2.4%, HTT cytoprotect -6.7%[10 µM], LMNA splice mod 0.4%, SMN2 splice enh -9.3%, Luc counter 12.0% and HTT aggregate -7.2%.
For O=[N+]([O-])c1ccccc1S(=O)(=O)N1CCN(CC2CC3C=CC2C3)CC1 (stereo not given) the results were IMPase Li inh 8.9%, CBFb-RUNX1 inh -7.0%, HTT cytoprotect -42.6%, LMNA splice mod inconclusive, SMN2 splice enh -8.7%, Luc counter -1.2% and HTT aggregate -3.3%.
`CC(C(c1cccs1)c1c(N)n(C)c(=O)n(C)c1=O)[N+](=O)[O-]` (stereo not given) gave CBFb-RUNX1 inh 5.1%, HTT cytoprotect 3.8%[10 µM] and HTT aggregate -14.6%[9.22 µM].
`CCNC(=O)/C=C/c1ccccc1[N+](=O)[O-]` gave IMPase Li inh -0.2%, CBFb-RUNX1 inh -4.6%, HTT cytoprotect -19.9%, SMN2 splice enh 8.7%, Luc counter 0.9% and HTT aggregate 11.1%.
Screening CCN(CC)S(=O)(=O)c1ccc(N2CCCC2)c(NC(=O)C2CCCCC2)c1 returned CBFb-RUNX1 inh 14.4%, HTT cytoprotect -10.5%[10 µM] and HTT aggregate 9.7%[9.22 µM].
`COc1ccc(/C=C/C(=O)CC(O)(c2ccccc2)C(F)(F)F)cc1` (stereo not given) gave IMPase Li inh 4.8%, CBFb-RUNX1 inh -2.3%, HTT cytoprotect -1.0%[10 µM], LMNA splice mod inconclusive, SMN2 splice enh -11.0%, Luc counter -0.5% and HTT aggregate 12.7%.
`COc1ccc(O)c(C2NC(CC(C)C)(C(=O)O)C3C(=O)N(Cc4ccccc4)C(=O)C23)c1` (stereo not given) gave IMPase Li inh 18.4%[38.3 µM], CBFb-RUNX1 inh -0.2%, HTT cytoprotect -0.6%[1.9 µM], LMNA splice mod -3.0%, SMN2 splice enh -16.7%, Luc counter -4.4% and HTT aggregate 8.9%.
Screening O=C(CSc1nc(-c2ccco2)cc(C(F)(F)F)n1)NCCCn1ccnc1 returned IMPase Li inh 14.3%[38.3 µM], CBFb-RUNX1 inh 26.6%, HTT cytoprotect 15.6%[10 µM], LMNA splice mod inconclusive, SMN2 splice enh -6.3%, Luc counter 1.2% and HTT aggregate -15.6%.
Cc1ccccc1Oc1ncccc1C(=O)/C(C#N)=C/N(C)C was read as IMPase Li inh 27.7%[38.3 µM], CBFb-RUNX1 inh -3.3%, HTT cytoprotect 2.4%[10 µM], LMNA splice mod -1.0%, SMN2 splice enh 5.9%, Luc counter 7.2% and HTT aggregate -10.4%.
For COc1ccccc1N1CCN(C2CCN(S(=O)(=O)c3ccc4ccccc4c3)CC2)CC1 the results were IMPase Li inh 15.2%[38.3 µM], CBFb-RUNX1 inh -1.7%, HTT cytoprotect -37.8%, LMNA splice mod -15.8%, SMN2 splice enh -38.0%[inhibitor], Luc counter -1.5% and HTT aggregate -26.3%.
Screening CCCCOC(=O)c1nc[nH]c1C(=O)OCCCC returned IMPase Li inh 1.5%, CBFb-RUNX1 inh 4.8%, HTT cytoprotect -2.5%, LMNA splice mod inconclusive, SMN2 splice enh 2.3%, Luc counter 3.2% and HTT aggregate 18.9%.
`Cc1ccc(N2C(=O)[C@@H]3[C@H](C2=O)[C@H]2C=CC=NN2[C@@H]3C(=O)Nc2ccccc2)cc1` gave CBFb-RUNX1 inh -2.2%, HTT cytoprotect -0.5%[10 µM] and HTT aggregate 0.6%[9.22 µM].
For CCN(c1ccccc1)c1nc(C#N)nc(N(CC)c2ccccc2)n1 the results were CBFb-RUNX1 inh 15.7%, HTT cytoprotect -10.2%[10 µM] and HTT aggregate 8.6%[9.22 µM].
COc1ccc(CCNC(=O)CSc2nnc3ccc(-c4ccncc4)nn23)cc1 was read as IMPase Li inh -8.2%, CBFb-RUNX1 inh 9.1%, HTT cytoprotect -31.9%[inhibitor], LMNA splice mod -0.2%[46 µM], SMN2 splice enh inconclusive, Luc counter -0.1% and HTT aggregate -15.2%.
Screening COc1ccc(C)cc1-n1c(-c2ccncc2)n[nH]c1=S returned IMPase Li inh 13.1%[38.3 µM], CBFb-RUNX1 inh 5.6%, HTT cytoprotect 6.7%, LMNA splice mod -0.4%, SMN2 splice enh inconclusive, Luc counter 2.1% and HTT aggregate -8.1%.
